Compound activity: PubChem, several laboratories
Ecoli viability = bacterial growth inhibition, counter-screen for AddAB inhibitors | E. coli V3065 growth, OD600 absorbance, 18 h | inhibition, % at 11.9 µM | 330,000 tested, 0.27% active | AID 449728;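 active = inhibition above the campaign's mean inhibition across all tested compounds plus 3 SD, cut at about 9.9% in these data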;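 note: uninfected addAB+ strain grown without phage in ampicillin broth; 0% = DMSO wells and 100% = ciprofloxacin 0.95 µg/ml wells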
MOR-DOR inv ag = inverse agonist of human OPRM1-OPRD1 heterodimerization. P35372+P41143. cell-based MOR-DOR heterodimer luminescence, inverse agonism. inhibition, % at 9.3 µM. 340,000 tested, 0.21% active; in the data active = inhibition above about 22%, passing the limit was not always enough;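 note: 0% = cells with DMSO and 100% = wells without cells with DMSO; values of inactives mirror those of a sister screen read the other way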
PKA-R1A activ = activates the PKA-R1A holoenzyme complex; P00514+P68181; PKA-R1A dissociation, Cy5-IP20 fluorescence polarization; scaled: DMSO 0%, 113 µM cGMP 100%; activation, % at 11.4 µM; 340,000 tested, 0.083% active; AID 504707;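 active = percent activation above the mean of all tested compounds plus 3 SD, cut at about 19% in these data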;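 note: higher means more PKAc released from R1A so a rise in polarization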
Tat export inh = blocks Tat-dependent protein export in E. coli | E. coli MC4100 TorA-mCherry Tat export, fluorescence | inhibition, % at 10 µM | 340,000 tested, 0.036% active | AID 488895;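 active = mean replicate inhibition at least 50% and at least half of replicates individually reaching 50%; inconclusive = only one of the two criteria met; inactive = neither criterion met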;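 note: exported cargo escapes ClpAP degradation while cytoplasmic cargo is degraded and loses fluorescence; 0% = median of neutral control wells and 100% = median of NaSCN control wells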
PfHsp90 yeast 2 = reduces growth (ATP signal) of yeast expressing P. falciparum Hsp90 | S. cerevisiae expressing PfHsp90, BacTiter-Glo ATP, 48 h; yeast lacking PDR1 and PDR3 efflux regulators | inhibition, % at 9.4 µM | 310,000 tested, 0.32% active;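 active = every replicate shows inhibition above about 80%, whatever the replicate mean, limit read from the data; inconclusive = mean inhibition reaches the set limit but some replicate falls short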;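 note: 0% = DMSO neutral controls and 100% = 20 µM radicicol positive controls; yeast relying on Plasmodium falciparum Hsp90 in place of its own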
AddAB inh = less growth of phage-infected E. coli with AddAB; E. coli expressing H. pylori AddAB, absorbance growth; inhibition, % at 11.9 µM; 330,000 tested, 0.29% active; AID 435030; in the data active = inhibition above about 12%;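 note: 0% = vehicle wells of infected cells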
HTR5A inv ag = HTR5A inverse agonism, opioid heterodimer counter-screen | P47898 | HTR5A cell line, luminescence | inhibition, % at 9.3 µM | 340,000 tested, 0.083% active | AID 504634; in the data active = inhibition mostly above about 23%, no sharp cut-off; inactive = mostly below about 18%;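 note: 0% = cells with DMSO and 100% = no-cell wells with DMSO; some compounds called inactive have numbers as strong as hits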
Target sequence (P47898 whole entry, looked up): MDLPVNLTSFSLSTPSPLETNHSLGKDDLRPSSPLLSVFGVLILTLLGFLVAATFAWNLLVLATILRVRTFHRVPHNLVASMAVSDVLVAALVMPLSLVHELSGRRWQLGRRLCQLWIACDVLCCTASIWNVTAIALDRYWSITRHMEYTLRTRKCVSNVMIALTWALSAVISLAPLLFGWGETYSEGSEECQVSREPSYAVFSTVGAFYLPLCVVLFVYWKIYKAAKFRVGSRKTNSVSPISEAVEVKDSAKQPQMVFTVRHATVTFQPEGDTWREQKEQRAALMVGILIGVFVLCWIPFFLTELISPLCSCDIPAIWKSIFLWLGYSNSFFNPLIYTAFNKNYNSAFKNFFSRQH
phage Ecoli inh = E. coli growth loss with phage present; growth absorbance; inhibition, % at 11.9 µM; 360,000 tested, 0.26% active; in the data active = inhibition above about 11%
PKA-R2B activ = activators of human PKA-R2B complex. PKA-R2B holoenzyme dissociation, Cy5-IP20 fluorescence polarization; R2B truncated from residue 108, S112A mutant; 0% DMSO only, 100% 113 µM cGMP. activation, % at 11.4 µM. 340,000 tested, 0.079% active. AID 504700;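 active = activation above a cutoff set at the mean over all compounds plus 3 SD, cut at about 18% in these data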;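 note: higher means more holoenzyme dissociation and a rise in polarization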
Target sequence (P31323 whole entry, looked up, other chains not shown, the tested form may be a part): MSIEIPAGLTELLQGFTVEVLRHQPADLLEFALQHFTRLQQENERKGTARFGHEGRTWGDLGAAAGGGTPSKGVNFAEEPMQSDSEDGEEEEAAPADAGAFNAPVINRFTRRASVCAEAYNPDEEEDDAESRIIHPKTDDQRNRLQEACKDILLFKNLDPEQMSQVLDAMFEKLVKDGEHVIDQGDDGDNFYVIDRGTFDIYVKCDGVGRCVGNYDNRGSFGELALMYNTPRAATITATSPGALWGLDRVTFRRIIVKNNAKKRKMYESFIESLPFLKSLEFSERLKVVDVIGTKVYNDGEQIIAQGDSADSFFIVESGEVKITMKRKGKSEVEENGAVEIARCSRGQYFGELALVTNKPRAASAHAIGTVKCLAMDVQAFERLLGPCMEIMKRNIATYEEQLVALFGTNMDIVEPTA
MOR-DOR ag = agonists of human mu-delta opioid receptor heterodimerization | P35372+P41143 | cells, OPRM1-OPRD1 heterodimerization, luminescence | activation, % at 9.3 µM | 340,000 tested, 0.3% active; in the data active = activation above about 18%;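 note: 0% = vehicle-treated cells and 100% = reference agonist; values of inactives mirror those of a sister screen read the other way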
SUMO Mot1 rescue = inhibitors of SUMOylation pathway: yeast Mot1-301 growth rescue | 320,000 tested, 1% active | AID 2716 | S. cerevisiae Mot1-301 growth rescue, ATP luminescence, 38.5C; percent above DMSO median, 100 means doubled | growth rescue, % at 18.8 µM;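 active = every valid replicate shows activation above 250% relative to neutral control wells; inactive = the rest, any valid replicate at or below 250%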;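 note: OY570 slx delta 5 strain wells were the positive control but not used for scaling; some compounds called inactive have numbers as strong as hits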
The depositor's hits bear a star; ? = inconclusive; / = not tested or not shown.

SMILES	Ecoli viability	MOR-DOR inv ag	PKA-R1A activ	Tat export inh	PfHsp90 yeast 2	AddAB inh	HTR5A inv ag	phage Ecoli inh	PKA-R2B activ	MOR-DOR ag	SUMO Mot1 rescue
CN(C)CCNc1nc(-c2ccccc2)nnc1C(F)(F)F	-3.0	13	-10	-7	-9	3.1	6	3.3	6	-3.1	-6
Cc1cc(C(=O)Nc2sc3c(c2C#N)CCCC3)no1	1.1	3	-4	-7	26	3.3	-10	3.8	5	-0.5	15
Cc1cc(=O)oc(C)c1C(=O)Nc1ccc2nsnc2c1	4.0	-10	-2	-5	-14	3.8	-19	0.9	0	1.8	2
NC(=O)c1cc(S(=O)(=O)NCc2ccc(Br)cc2)cs1	-1.9	-2	5	-5	9	-0.6	-5	1.6	-6	0.4	-8
COc1ccc(C(c2nnnn2CC2CCCO2)N2CCN(c3ccccc3)CC2)cc1 (stereo not drawn)	-1.4	-16	-3	-1	16	3.0	-4	1.4	-3	3.7	-1
O=[N+]([O-])c1cc(S(=O)(=O)N2CCCC2)ccc1N/N=C/c1cccs1	1.5	2	0	-4	-1	2.2	-1	1.5	1	-0.3	0
C=CCN1C=CC(=O)CC1	-2.1	2	2	-16	7	0.2	-25	3.3	-14	-0.4	-9
Cc1cc2ccccn2c1C(=O)Nc1ccccc1	-2.1	-15	-9	-7	-22	3.5	-5	4.9	-4	2.1	13
CC(C)(C)NC(=O)C(c1ccco1)N(C(=O)Cn1nnc(-c2ccc(F)cc2)n1)c1cccc(F)c1 (stereo not drawn)	0.2	10	-5	0	/	1.4	-10	0.8	6	-1.8	234
O=C(NN1C(=O)C2C3c4ccccc4C(c4ccccc43)[C@@H]2C1=O)c1ccccc1 (stereo partly drawn)	-0.8	0	3	-8	-2	3.2	-17	1.3	9	0.1	-15
COc1ccc(CC(=O)NC2CC2)cc1OC	-2.1	11	0	9	-64	-1.8	-6	1.2	-9	-2.3	35
Cc1ccc2c(CN3CCN(S(=O)(=O)c4ccc5c(c4)OCCO5)CC3)cc(=O)oc2c1C	1.8	-16	-2	2	26	2.4	-13	1.3	1	2.7	-9
CSCCNC(=O)c1ccc2nc(C3CCCCC3)oc2c1	-2.3	5	-6	-1	23	-0.6	-7	-1.8	1	-1.0	-18
CN(C(=O)c1ccno1)c1nnc(-c2cnccn2)s1	-1.6	20	-11	4	12	0.8	-31	-2.0	-13	-3.6	1
Cn1cc(Cl)c(C(=O)Nc2nc3ccc([N+](=O)[O-])cc3s2)n1	0.9	-8	-11	0	-1	1.4	-1	2.3	-2	1.1	-5
Cc1ccc(S(=O)(=O)N2[C@@H](c3ccc(Cl)c(Cl)c3)C(C(=O)O)=C[C@H]2C(C)(C)C)cc1	-0.5	-4	-2	-5	-13	0.5	-3	/	-12	0.8	312*
Cn1ncc(Cl)c1C(=O)Nc1ccc(CN2CCCCC2)cc1	1.8	12	2	-13	6	-0.2	4	0.2	7	-3.7	4
Cc1cc(C)n2c(=O)c3ccc(Cl)cc3nc2c1C#N	0.5	8	-10	0	-148	0.8	-11	2.2	2	-1.7	0
COc1ccc(NC(=O)c2ccc3nc(-c4ccccc4)c(-c4ccccc4)nc3c2)c(OC)c1	-0.8	-5	4	-4	-11	1.4	2	3.6	-8	1.1	1
O=C1CNC(=S)N1Cc1ccccc1Cl	0.6	18	-1	5	-10	-0.8	6	1.3	7	-3.8	0
O=C(c1cccs1)N1CC=C(c2ccccc2)CC1	1.2	7	-11	-1	-41	2.1	-4	2.0	-5	-1.4	16
CC(C)(C)C(=O)NC(=S)Nc1ccccc1N1CCCC1	-2.0	-25	4	4	-2	0.7	-2	1.7	-3	3.5	403
O=C(CCCc1ccccc1)NCc1cccnc1	0.9	3	-10	-5	11	7.7	-1	3.4	2	-0.6	631
CCSc1nnc(NC(=O)CSc2nnc(CNC(=O)c3cc(OC)c(OC)c(OC)c3)o2)s1	-0.9	8	-6	3	-19	-0.7	-4	1.3	-13	-1.6	-9
O=C1CSC(c2cccc([N+](=O)[O-])c2)N1c1ccccc1F (stereo not drawn)	0.1	9	-8	1	/	6.9	-1	-1.3	-8	-1.8	-11

SUMO Mot1 rescue: what is marked active above
smiles	MOR-DOR inv ag	PKA-R1A activ	Tat export inh	PfHsp90 yeast 2	AddAB inh	phage Ecoli inh	PKA-R2B activ	MOR-DOR ag	SUMO Mot1 rescue
Cc1ccc(S(=O)(=O)N2[C@@H](c3ccc(Cl)c(Cl)c3)C(C(=O)O)=C[C@H]2C(C)(C)C)cc1	-4	-2	-5	-13	0.5	/	-12	0.8	312*

Going on with the list:
SMILES	Ecoli viability	MOR-DOR inv ag	PKA-R1A activ	Tat export inh	PfHsp90 yeast 2	AddAB inh	HTR5A inv ag	phage Ecoli inh	PKA-R2B activ	MOR-DOR ag	SUMO Mot1 rescue
O=C(OC1CCCCC1)c1ccc(NC(=O)c2ccco2)cc1	2.5	-15	9	2	17	3.2	-7	0.3	-2	3.5	4
CCCc1cc(=O)oc2c3c(c4c(c12)OC(C)(C)C=C4)OC(C)C(C)C3O (stereo not drawn)	1.3	4	-32	27	-4	3.2	-4	1.4	-16	-0.9	779*
COc1ccccc1N1C(=O)c2cccc3c(Cl)ccc(c23)C1=O	-1.8	14	5	-4	-6	-3.0	-11	2.4	5	-3.1	13
O=c1[nH]c(N2CCCCC2)nc2c1CCCC2	0.0	-12	8	?	/	1.8	-26	2.0	-1	2.1	-13
Cc1onc(C(=O)Nc2ccccc2C(F)(F)F)c1[N+](=O)[O-]	-2.4	7	-5	-6	-2	4.5	12	-0.2	0	-1.3	/
Cc1ccc(CSc2nnc(SCC(=O)N/N=C/C=C/c3ccco3)s2)cc1	-1.3	-20	-6	-3	-3	1.7	-20	3.2	7	3.9	-9
NNC(=O)c1nnn(-c2nonc2N)c1CN1CCCC1	-0.3	12	-12	-2	-35	4.5	-12	-1.6	-22	-2.4	43
CCOC(=O)c1sc2nccc(OC)c2c1N=CNOC	0.3	12	-7	-10	-8	3.8	12	0.8	-6	-2.0	11
Cc1ccc(C)c(NC(=O)NNC(=O)c2cc3ccccc3cc2O)c1	8.7	16	2	0	6	14*	-10	14*	0	-2.9	18
COc1ccc(NC(=O)CS(=O)(=O)c2ccc(Br)cc2)cc1	-2.2	4	-3	7	9	0.5	14	3.2	-8	-0.9	9
Cc1cc(C)c(S(=O)(=O)NC(C)C)c(C)c1-n1cnnn1	-2.0	0	8	4	-9	0.0	-5	4.7	2	0.1	-15
COc1cccc(CNc2nc3nc4c(c(=O)n3[nH]2)CCC4)c1	-2.3	3	0	0	11	2.9	-7	1.4	-3	-0.5	21
O=S(=O)(c1ccc(F)cc1)N1CCC(O)(c2ccc3c(c2)OCO3)CC1	-1.2	-14	-5	-9	3	-0.7	-15	3.5	1	2.3	0
O=C(NC1CCCC1)C(c1ccc(Cl)cc1)N1CCN(C2CCCCC2)CC1 (stereo not drawn)	0.8	3	0	3	-7	0.0	-7	-2.1	-6	-0.6	69
COCc1cc(=O)[nH]c2cc(NC(=O)C(C)(C)CCl)c(C)cc12	2.8	11	-7	1	31	1.4	-10	1.9	7	-2.0	5
COc1ccc2c(CC(=O)OCC(=O)NC(=O)c3cccn3C)coc2c1	-1.1	-6	3	4	4	1.9	15	0.9	-4	1.3	-5
O=C(COc1cccnc1[N+](=O)[O-])NCCc1ccccc1	2.4	-14	17	-3	-38	-1.1	-6	3.8	-1	2.6	18
CC(OC(=O)Cc1ccc(Br)cc1)C(=O)NC1CCCC1 (stereo not drawn)	-3.0	20	-6	-1	/	-0.5	-16	1.0	-5	-3.7	18
Fc1ccccc1NC(=S)N1CCCCC1	2.2	6	8	22	-2	3.6	15	2.3	-9	-1.1	16
CCOc1cc(/C=N/N=C2/NC(=O)C(CC(=O)O)S2)ccc1OCc1ccc(Cl)cc1Cl (stereo not drawn)	-1.9	12	5	6	-31	-1.3	-4	/	8	-2.1	-11
CC(=O)NC1(c2ccc(F)cc2)CCN(C(=O)c2c(F)cccc2F)CC1	1.5	14	0	6	0	6.2	4	2.4	0	-3.0	3
COc1ccc(-c2cc(C(=O)NCC3CCCO3)c3ccccc3n2)cc1 (stereo not drawn)	-0.2	3	-10	8	-10	1.4	2	1.9	-4	-0.6	5
CC(=O)/C(C#N)=C1\NC(=O)C(Cc2ccc(F)cc2)S1 (stereo not drawn)	2.0	15	-8	-8	3	5.2	-22	1.3	-3	-2.9	-16
CCc1sc(C(=O)Nc2cccc(-n3cnnn3)c2)cc1C	2.1	15	-2	4	-4	4.3	6	0.8	9	-3.7	-6
Cc1ccc(/C=N\NC(=O)CCc2n[nH]c(=O)[nH]c2=O)o1	1.8	5	1	-1	-32	4.0	-1	5.7	-3	-0.7	-12

A draw from above in order of number of heavy atoms, falling:
SMILES	Ecoli viability	MOR-DOR inv ag	PKA-R1A activ	Tat export inh	PfHsp90 yeast 2	AddAB inh	HTR5A inv ag	phage Ecoli inh	PKA-R2B activ	MOR-DOR ag	SUMO Mot1 rescue
Cc1ccc2c(CN3CCN(S(=O)(=O)c4ccc5c(c4)OCCO5)CC3)cc(=O)oc2c1C	1.8	-16	-2	2	26	2.4	-13	1.3	1	2.7	-9
CCOc1cc(/C=N/N=C2/NC(=O)C(CC(=O)O)S2)ccc1OCc1ccc(Cl)cc1Cl (stereo not drawn)	-1.9	12	5	6	-31	-1.3	-4	/	8	-2.1	-11
Cc1ccc(S(=O)(=O)N2[C@@H](c3ccc(Cl)c(Cl)c3)C(C(=O)O)=C[C@H]2C(C)(C)C)cc1	-0.5	-4	-2	-5	-13	0.5	-3	/	-12	0.8	312*
O=C(NC1CCCC1)C(c1ccc(Cl)cc1)N1CCN(C2CCCCC2)CC1 (stereo not drawn)	0.8	3	0	3	-7	0.0	-7	-2.1	-6	-0.6	69
CC(=O)NC1(c2ccc(F)cc2)CCN(C(=O)c2c(F)cccc2F)CC1	1.5	14	0	6	0	6.2	4	2.4	0	-3.0	3
O=S(=O)(c1ccc(F)cc1)N1CCC(O)(c2ccc3c(c2)OCO3)CC1	-1.2	-14	-5	-9	3	-0.7	-15	3.5	1	2.3	0
COc1ccccc1N1C(=O)c2cccc3c(Cl)ccc(c23)C1=O	-1.8	14	5	-4	-6	-3.0	-11	2.4	5	-3.1	13
COCc1cc(=O)[nH]c2cc(NC(=O)C(C)(C)CCl)c(C)cc12	2.8	11	-7	1	31	1.4	-10	1.9	7	-2.0	5
CSCCNC(=O)c1ccc2nc(C3CCCCC3)oc2c1	-2.3	5	-6	-1	23	-0.6	-7	-1.8	1	-1.0	-18
NNC(=O)c1nnn(-c2nonc2N)c1CN1CCCC1	-0.3	12	-12	-2	-35	4.5	-12	-1.6	-22	-2.4	43
CN(C(=O)c1ccno1)c1nnc(-c2cnccn2)s1	-1.6	20	-11	4	12	0.8	-31	-2.0	-13	-3.6	1
Cc1cc2ccccn2c1C(=O)Nc1ccccc1	-2.1	-15	-9	-7	-22	3.5	-5	4.9	-4	2.1	13
C=CCN1C=CC(=O)CC1	-2.1	2	2	-16	7	0.2	-25	3.3	-14	-0.4	-9
